Source: PubChem BioAssay (several laboratories)
Myeloid diff MLP: induction of myeloid progenitor differentiation, primary screen, cell-based, flow cytometry, MLPCN library; ER-HoxA9 myeloid progenitors, lysozyme-GFP differentiation; calls only at 10 µM; hit rate 1% among 360,000; AID 624256, 2012;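 active means normalized GFP-positive differentiation at or above the plate's own cutoff, the solvent-only control mean plus 3 SD; inconclusive means no clear call, values can overlap the other calls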;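 further: cells exposed to compound for four days before flow analysis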
T cell HTS: modulators of CD8 T cell-vesicle binding, primary screen, mouse 2C CD8+ T cells, flow cytometry | 2C CD8+ T cell-vesicle binding; stronger effect = lower value | calls only at 7 µM | hit rate 0.068% among 330,000;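 active means response, share of CD8 T cells binding vesicles, and their 90th percentile fluorescence all below set limits, cut at about 80% in these data, passing the limit was not always enough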
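Test system: purified 2C TCR transgenic mouse naive CD8+ T cells. Probe or stimulus: QL9-peptide-loaded Drosophila micro-vesicles bearing Ld, ICAM-1 and B7-1. Incubation: binding step 1.5 h, 37 °C, antibody labelling 20 min, ice. Measured by: flow cytometry of vesicle-bound cells.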
GPR55 activation: GPR55 agonists via beta-arrestin recruitment, primary screen, imaging, U2OS cells, beta-arrestin-GFP redistribution (AID 1961). hit rate 0.048% among 290,000. G-protein coupled receptor 55 (Homo sapiens). U2OS GPR55 beta-arrestin-GFP redistribution imaging; higher % means a stronger effect. activation, % at 10 µM, or EC50 in µM where a hit was titrated;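 active means activation above 40% with more than 50 cells counted in the well; inconclusive means wells holding fewer than 50 cells, flagged as toxic or sparse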;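 further: U2OS osteosarcoma cells stably expressing GPR55 and beta-arrestin-GFP; plate controls were DMSO negative control for no effect and LPI positive control for full effect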
NOD1 NF-kB reporter: NOD1 signaling inhibitors, primary screen, cell-based, luminescence, uHTS (AID 1578); NOD1-driven NF-kB luciferase reporter cells, luminescence; higher % means a stronger effect; inhibition, % at 4 µM, or EC50 in µM where a hit was titrated; hit rate 1% among 290,000; in the data active means inhibition mostly above about 36%, no sharp cut-off; inactive means mostly below about 34%;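 further: HEK-293T reporter cells stimulated with the NOD1 agonist gamma-tri-DAP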
NOD2 inhibition: NOD2 signaling inhibitors, cell-based, luminescence, uHTS, HEK293 (AID 1566) | HEK293 NOD2/NF-kB luciferase reporter, luminescence; higher % means a stronger effect | inhibition, % at 4 µM, or EC50 in µM where a hit was titrated | hit rate 0.63% among 290,000; further: many of its hits are not listed in these tables
GPR55 antagonists: GPR55 antagonists blocking LPI-driven arrestin recruitment, primary screen, imaging, U2OS, beta-arrestin-GFP, LPI agonist (AID 2013); U2OS GPR55 beta-arrestin-GFP translocation imaging, LPI antagonism; higher % means a stronger effect; one-dose inhibition, % at 10 µM; IC50 in µM for titrated hits; hit rate 0.13% among 290,000;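 active means spots per cell inhibited over 60%, with over 100 cells counted and total cytoplasm intensity under 500,000; inconclusive means wells with under 100 cells, flagged as likely toxic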;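 further: U2OS cells stably carrying GPR55 and arrestin-GFP stimulated by 5 µM LPI near EC80; imaged beta-arrestin-GFP aggregate spots per cell after agonist stimulation; plate controls were LPI-stimulated DMSO wells for no effect and DMSO wells without LPI for full effect; some results filed as inactive read as strong as hits; confirmed hits need IC50 under 10 µM and bright autofluorescent wells are also inconclusive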
KOR beta-arrestin-1: KOR agonists, beta-arrestin recruitment, primary screen, cell-based, luminescence, uHTS (AID 1777); Kappa-type opioid receptor (Homo sapiens); KOR beta-arrestin recruitment, luminescence; higher % means a stronger effect; activation, % at 10 µM; hits with a dose series show EC50 in µM; hit rate 0.02% among 280,000; in the data active means activation above about 50%, passing the limit was not always enough; further: a part of the inactive calls stands beside numbers as strong as those of hits
NTR1 agonist: agonists of NTR1, primary screen, imaging, U2OS cells, beta-arrestin-GFP, high content (AID 493036); hit rate 0.17% among 330,000; Neurotensin receptor type 1 (Homo sapiens), P30989; NTR1-U2OS beta-arrestin-GFP spot imaging, agonist mode; activation, % at 20 µM;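 active means activation at or above 40% of the spot to cytoplasm intensity ratio, with at least 20 cells analyzed; inconclusive means wells under 20 cells, flagged as cytotoxic or low count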;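 further: 0% = DMSO without peptide and 100% = 100 nM NTR1 peptide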
Target sequence (P30989 whole entry, looked up): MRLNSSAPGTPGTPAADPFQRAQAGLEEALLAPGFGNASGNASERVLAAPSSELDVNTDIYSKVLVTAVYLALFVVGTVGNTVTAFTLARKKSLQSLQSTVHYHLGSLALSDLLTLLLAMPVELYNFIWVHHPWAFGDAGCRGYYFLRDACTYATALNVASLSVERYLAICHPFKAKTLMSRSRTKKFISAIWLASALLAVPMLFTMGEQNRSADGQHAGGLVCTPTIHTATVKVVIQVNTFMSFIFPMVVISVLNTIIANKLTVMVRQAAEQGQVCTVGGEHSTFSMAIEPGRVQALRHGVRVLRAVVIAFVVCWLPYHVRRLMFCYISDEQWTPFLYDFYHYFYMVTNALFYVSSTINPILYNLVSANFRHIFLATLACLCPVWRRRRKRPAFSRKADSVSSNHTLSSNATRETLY
KOR beta-arrestin-2: KOR antagonists, beta-arrestin recruitment, cell-based, luminescence, uHTS (AID 1778); KOR beta-arrestin recruitment, luminescence, antagonist mode; higher % means a stronger effect; hit rate 0.091% among 290,000; Kappa-type opioid receptor (Homo sapiens); one-dose inhibition, % at 10 µM; IC50 in µM for titrated hits; further: strong numbers were not always called active
T cell HTS vesicle-bound %: recorded beside T cell HTS, whose call it bears; double positive events, %; measured here: CD8+ vesicle-bound cell fraction;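 binding gate set so that unloaded-vesicle control wells show 10% double positive cells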
NTR1 agonist cell count 20 µM: second read-out of NTR1 agonist, no call of its own (marks repeat the call); cell count; measured here: cell count, cytotoxicity flag
Myeloid diff MLP GFP+ MAC1+ %: recorded beside Myeloid diff MLP, whose call it bears; GFP+ MAC1+ double positive, %; measured here: differentiation confirmed by MAC1 staining
An asterisk follows results filed as active; i = inactive; ? = inconclusive; . = no result given; [ ] = remark or other dose. Unless noted, no stated cut-off is given here; in the data, active means inhibition above about 50%; inactive means the rest. Only part of the results is shown; the hit share may differ from the screen's.

1) O=C(CCCCCn1c(=S)[nH]c2ccccc2c1=O)N1CCC2(CC1)OCCO2
2) Cc1cc(C(=O)Nc2ccc3c(c2)OCCO3)nn1C(C)(C)C
3) CCOC(=O)c1[nH]c2ccc(OC)cc2c1C(SCC(=O)O)c1ccc(C(F)(F)F)cc1 (stereo not given)
4) CCOC(=O)C1(CCOc2ccccc2)CCN(C(C)CSC)CC1 (stereo not given)
5) O=C1NC(=O)C2(Cc3ccccc3N3CCCC32)C(=O)N1c1ccc(Cl)cc1 (stereo not given)
6) Cc1ccccc1-n1c(C)nc2sccc2c1=O
7) Clc1cc(Cl)cc(NC2=NCCS2)c1
8) CCN(CC)c1ccc(/C=C2\C(=O)NC(=O)N(Cc3ccco3)C2=O)cc1
9) CN1CCN(Cc2ccc(OC(F)(F)F)cc2)CC1
10) O=C(CCCc1ccccc1)NCCc1cnc[nH]1

screen / no.,1,2,3,4,5,6,7,8,9,10
Myeloid diff MLP,i,i,i,i,.,i,i,i,i,i
Myeloid diff MLP GFP+ MAC1+ %,1.5,0.3,0.6,1.0,.,0.7,0.1,0.0,0.7,0.5
T cell HTS,i,i,i,i,i,i,i,i,i,i
T cell HTS vesicle-bound %,20,48,48,58,53,11,58,53,32,22
GPR55 activation,0.3%,-0.2%,-0.2%,0.7%,1.0%,0.3%,-0.1%,-0.2%,-0.2%,0.0%
NOD1 NF-kB reporter,-31%,1%,-18%,-26%,12%,-2%,0%,-18%,-20%,-16%
NOD2 inhibition,9%,-96%,11%,-36%,-21%,14%,18%,-13%,-17%,-21%
GPR55 antagonists,8%,3%,5%,23%,7%,-13%,6%,12%,16%,-20%
KOR beta-arrestin-1,-3.1%,4.6%,-3.8%,-1.5%,2.9%,-4.1%,.,7.0%,7.6%,1.0%
NTR1 agonist,-0.3,-0.2,4.1,0.5,2.4,2.4,0.5,-1.7,-0.6,-1.5
NTR1 agonist cell count 20 µM,73,51,93,66,71,72,27,80,40,94
KOR beta-arrestin-2,15%,-6%,-11%,-6%,26%,6%,6%,8%,-8%,-42%

11) O=C1CN=C(c2ccccc2)c2cc(Br)ccc2N1
12) O=C(Nc1cccc(OC(=O)N2CCCCC2)c1)N1CCCCC1
13) COc1ccc(OCC#CCN2CCC(C)CC2)cc1
14) CCc1ccc2c(CN3CC=C(c4ccccc4)CC3)cc(=O)oc2c1
15) O=C(Cc1ccccc1)NC(Cc1ccc(Cl)cc1)C(=O)O (stereo not given)
16) CCC/C(=N\O)c1c[nH]c2ccccc12
17) COc1ccc(Cl)cc1NC1=NCC(C)S1 (stereo not given)
18) CC(=O)Cc1c[nH]c2ccccc12
19) CN1CC(C(=O)c2ccccc2)C(c2ccccc2)C1 (stereo not given)
20) CCc1nnc(NS(=O)(=O)c2ccc(N=Cc3c(O)n(-c4ccccc4)c(=O)[nH]c3=O)cc2)s1

screen / no.,11,12,13,14,15,16,17,18,19,20
Myeloid diff MLP,i,i,i,i,i,i,i,.,i,i
Myeloid diff MLP GFP+ MAC1+ %,0.9,2.1,0.1,0.1,0.4,0.5,0.4,.,1.0,0.0
T cell HTS,i,i,i,i,i,i,i,i,i,i
T cell HTS vesicle-bound %,61,29,64,40,30,27,31,14,3,54
GPR55 activation,-0.3%,0.0%,-0.1%,0.1%,0.0%,-1.0%,-0.2%,-0.3%,-0.2%,-0.3%
NOD1 NF-kB reporter,-41%,9%,-24%,-29%,-5%,-21%,-27%,-5%,-12%,-18%
NOD2 inhibition,0%,3%,10%,-4%,6%,-9%,-5%,21%,4%,7%
GPR55 antagonists,-6%,9%,17%,-6%,-7%,-3%,2%,-8%,0%,8%
KOR beta-arrestin-1,2.0%,1.0%,-0.5%,-0.7%,-2.1%,-0.1%,-2.7%,4.7%,2.8%,2.1%
NTR1 agonist,2.1,1.7,-0.3,-0.7,2.5,-0.7,-0.1,0.2,-0.1,-0.1
NTR1 agonist cell count 20 µM,68,38,73,42,65,55,88,51,82,96
KOR beta-arrestin-2,-55%[20 µM],-26%,-11%[20 µM],-5%,9%,-34%,25%,-15%,3%,9%

21) CC(C)OP(=O)(OC(C)C)C(O)c1ccc(Br)cc1 (stereo not given)
22) CC(C)OC(=O)C1C2c3ccccc3C(c3ccccc32)C1C(=O)O (stereo not given)
23) CCCCN1C(=O)NC(=O)C2(Cc3ccccc3N3CCOCC32)C1=O (stereo not given)
24) CN1C(=O)C(Cc2cccc3ccccc23)C(=O)N(C)C1=O
25) CC(=O)O[C@@]12CO[C@@H]1C[C@H](OC1OCC(O)C(O)C1O)[C@@]1(C)C(=O)[C@H](O)C3=C(C)[C@@H](OC(=O)[C@H](O)[C@@H](NC(=O)c4ccccc4)c4ccccc4)C[C@@](O)([C@@H](OC(=O)c4ccccc4)C12)C3(C)C (stereo not given in full)
26) N#Cc1c(/N=C/C2C(=O)NC(=S)NC2=O)sc2c1CCCC2
27) OCC[N+]12CCC(CC1)C(C(O)(c1ccccc1)c1ccccc1)C2 (stereo not given)
28) O/N=C1\CCC2CN(C3CCCCC3)CC2C1 (stereo not given)
29) O=c1[nH]c(=O)n(-c2ccccc2)c(O)c1/C=C/C=Nc1ccccc1
30) COC(=O)Cn1cc(C=C2C(=O)NC(=O)NC2=O)c2ccccc21

screen / no.,21,22,23,24,25,26,27,28,29,30
Myeloid diff MLP,i,i,i,i,i,i,i,i,i,i
Myeloid diff MLP GFP+ MAC1+ %,0.1,0.1,0.8,1.2,2.4,0.3,0.5,1.5,0.8,0.6
T cell HTS,i,i,i,i,i,i,i,i,i,i
T cell HTS vesicle-bound %,51,40,60,53,47,60,19,5,9,50
GPR55 activation,-0.5%,-0.1%,0.3%,0.0%,-0.1%,-0.6%,-0.3%,-0.2%,-0.3%,0.0%
NOD1 NF-kB reporter,-27%,-43%,6%,-21%,-20%,-33%,-2%,-15%,-22%,2%
NOD2 inhibition,5%,5%,-5%,0%,-7%,7%,6%,-15%,10%,17%
GPR55 antagonists,5%,7%,-4%,-1%,-26%,4%,1%,-6%,10%,3%
KOR beta-arrestin-1,0.1%,.,1.1%,-0.1%,2.3%,7.6%,.,8.5%,-5.9%,1.5%
NTR1 agonist,0.8,-0.8,-0.6,-0.4,0.1,-2.6,-0.6,-0.6,-0.1,4.0
NTR1 agonist cell count 20 µM,49,36,82,85,87,66,53,35,71,58
KOR beta-arrestin-2,26%,-24%[20 µM],24%,-37%,-21%[20 µM],-20%,14%,-18%,20%,-7%

Whole records, quoted from the list. Order of values: Myeloid diff MLP | Myeloid diff MLP GFP+ MAC1+ % | T cell HTS | T cell HTS vesicle-bound % | GPR55 activation | NOD1 NF-kB reporter | NOD2 inhibition | GPR55 antagonists | KOR beta-arrestin-1 | NTR1 agonist | NTR1 agonist cell count 20 µM | KOR beta-arrestin-2
CC(=O)O[C@@]12CO[C@@H]1C[C@H](OC1OCC(O)C(O)C1O)[C@@]1(C)C(=O)[C@H](O)C3=C(C)[C@@H](OC(=O)[C@H](O)[C@@H](NC(=O)c4ccccc4)c4ccccc4)C[C@@](O)([C@@H](OC(=O)c4ccccc4)C12)C3(C)C (stereo not given in full) is listed as i | 2.4 | i | 47 | -0.1% | -20% | -7% | -26% | 2.3% | 0.1 | 87 | -21%[20 µM]
CN1C(=O)C(Cc2cccc3ccccc23)C(=O)N(C)C1=O is listed as i | 1.2 | i | 53 | 0.0% | -21% | 0% | -1% | -0.1% | -0.4 | 85 | -37%

Following part:
31) O=C(Nc1ccccc1)c1cc([N+](=O)[O-])ccc1N1CCNCC1
32) COc1ccc(N2C(=O)/C(=C/c3cccs3)C(=O)NC2=S)cc1
33) COc1ccc(-n2nc3c(c2NC(=O)CCl)CSC3)cc1
34) O=C1NC(=O)C(=Cc2ccc(-c3ccc(S(=O)(=O)N4CCOCC4)cc3)o2)C(=O)N1
35) Cc1cc(OCC(=O)NCC(O)c2ccccc2)c2c3c(c(=O)oc2c1)CCCC3 (stereo not given)
36) CC(=O)O[C@H]1C(=O)[C@@]2(C)C([C@H](OC(=O)c3ccccc3)[C@]3(O)C[C@H](O)C(C)=C1C3(C)C)[C@]1(OC(C)=O)CO[C@@H]1C[C@H]2O (stereo not given in full)
37) COCCCn1c(N)c(C(=O)NCc2ccco2)c2nc3ccccc3nc21
38) CNC(=S)N1CCN(CCN=Cc2c(O)n(-c3ccc(C)cc3)c(=S)[nH]c2=O)CC1
39) CCCNC(=O)N1CCC2(CC1)OCCO2

screen / no.,31,32,33,34,35,36,37,38,39
Myeloid diff MLP,i,i,?,i,i,i,.,i,i
Myeloid diff MLP GFP+ MAC1+ %,0.3,0.4,.,0.8,0.6,1.8,.,0.5,0.3
T cell HTS,i,i,i,i,i,i,i,i,i
T cell HTS vesicle-bound %,44,31,20,61,9,34,30,60,45
GPR55 activation,0.5%,-0.1%,0.3%,0.2%,0.2%,-0.2%,-0.1%,0.0%,0.5%
NOD1 NF-kB reporter,-18%,7%,13µM*,-5%,-20%,-19%,-8%,-5%,-1%
NOD2 inhibition,-3%,17%,.,11%,-2%,15%,14%,-11%,19%
GPR55 antagonists,-27%,7%,18%,-1%,0%,-4%,-7%,12%,6%
KOR beta-arrestin-1,-1.7%,-0.8%,-5.0%,-2.5%,-2.3%,2.6%,-3.0%,-1.2%,-4.3%
NTR1 agonist,0.0,5.6,1.8,23,2.8,0.1,-0.8,0.1,1.7
NTR1 agonist cell count 20 µM,50,31,64,95,60,65,37,102,71
KOR beta-arrestin-2,-31%[20 µM],34%,-32%,-20%[20 µM],10%,-33%[20 µM],-27%,25%,-5%
